PriA SSB inh = K. pneumoniae PriA-SSBct interaction inhibition; AlphaScreen SSBct-PriA binding, biotinylated peptide; inhibition, % at 33 µM; hit rate 0.6% among 430,000; AID 1272365; in the data active = inhibition mostly above about 37%, no sharp cut-off; inactive = mostly below about 20%;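 note: plate controls were negative control peptide for no effect and reference peptide for full effect; strong numbers were not always called active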
TcdB GH inh = TcdB glycohydrolase inhibition; P18177; TcdB glycohydrolase enzymatic assay, plate reader; inhibition, % at 9.99 µM; hit rate 0.24% among 350,000; in the data active = inhibition above about 10%
DUSP3 inh = DUSP3 (human) phosphatase inhibition; recombinant VHR phosphatase, pNPP absorbance; inhibition, % at 13.3 µM; hit rate 0.52% among 290,000; AID 1654; in the data active = inhibition above about 50%; note: some compounds called inactive have numbers as strong as hits
Target sequence (P51452 whole entry, looked up): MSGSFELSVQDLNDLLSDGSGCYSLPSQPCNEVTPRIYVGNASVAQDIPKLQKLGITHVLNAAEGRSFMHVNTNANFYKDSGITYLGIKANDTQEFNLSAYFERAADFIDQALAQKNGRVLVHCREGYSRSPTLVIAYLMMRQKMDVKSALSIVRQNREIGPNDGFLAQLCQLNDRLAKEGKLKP
3CLpro inhibitor = SARS-CoV 3CLpro protease inhibition; P0C6X7; recombinant SARS-CoV 3CLpro, quenched FRET peptide cleavage; inhibition, % at 6 µM; hit rate 0.14% among 290,000; AID 1706; in the data active = inhibition above about 12%
CCHFV vOTU inh = blocks the CCHF virus ovarian tumor domain protease. CCHFV vOTU protease, Pep-AMC fluorescence. inhibition, % at 11.5 µM. hit rate 0.55% among 370,000. AID 651958; in the data active = inhibition above about 30%; note: 0% = vehicle wells with enzyme and 100% = no enzyme wells
Starred values were filed as active, the others as inactive; · = not tested or not shown. A portion of the library; count on the stated rates, not on these rows.

Each structure is followed by: PriA SSB inh | TcdB GH inh | DUSP3 inh | 3CLpro inhibitor | CCHFV vOTU inh
CC(=O)O[C@@]12CO[C@@H]1C[C@H](O)[C@@]1(C)C(=O)[C@H](O)C3=C(C)[C@@H](OC(=O)[C@H](O)[C@@H](NC(=O)OC(C)(C)C)c4ccccc4)C[C@](O)([C@@H](OC(=O)c4ccccc4)[C@H]21)C3(C)C
→ · | · | -1.6 | 4.5 | ·
C[C@@H]1C[C@H]2[C@@H]3C[C@H](F)C4=CC(=O)C(Cl)=C[C@]4(C)[C@@]3(F)[C@@H](O)C[C@]2(C)[C@@]1(O)C(=O)CO
→ · | · | 25.6 | 2.2 | ·
CN(CCOc1ccc(NS(C)(=O)=O)cc1)CCc1ccc(NS(C)(=O)=O)cc1
→ · | · | 12.0 | -5.8 | ·
C[C@@H]1CC(=O)NN=C1c1ccc(NN=C(C#N)C#N)cc1
→ · | · | · | · | 8.0
Cc1ccc(Nc2c(F)cccc2Cl)c(CC(=O)O)c1
→ · | · | · | · | -2.0
CCCCN(CCCC)CC(O)c1cc(Cl)cc2c1-c1ccc(Cl)cc1/C2=C/c1ccc(Cl)cc1 (stereo not drawn)
→ · | · | · | · | 18.6
O=C(NC1CCC1)c1ccc(C#Cc2cccc(F)c2)nc1
→ · | · | · | · | 4.5
CSc1cccc(NC(=O)Cn2cccc(-c3nc(-c4ccc(Br)cc4)no3)c2=O)c1
→ -11.0 | · | · | · | ·
CC(C)(Oc1ccc(Cl)cc1)C(=O)Nc1c(-c2ccccc2)nc2ccccn12
→ -3.0 | · | · | · | ·
O=C(O)C(=O)Nc1nccs1
→ -3.0 | · | · | · | ·
c1cncc(-c2n[nH]c(-c3cnccn3)n2)c1
→ -6.0 | · | · | · | ·
C/C=C/C=NNC(=O)c1ccncc1
→ 3.8 | · | · | · | ·
Cc1cc(C)nc(N=C(N)Nc2ccc(S(N)(=O)=O)cc2)n1
→ -1.8 | · | · | · | ·
Cc1ccc(NC(=O)Cn2nc3c(Oc4cccc(C)c4C)nc4ccccc4n3c2=O)cc1C
→ -4.0 | · | · | · | ·
CCOc1ccc(-c2noc(Cn3c(=O)n(CC(C)C)c(=O)c4ccccc43)n2)cc1
→ -13.0 | · | · | · | ·
CCc1nnc(-c2ccc(NC(=O)CCc3ccc(OC)cc3)cc2)o1
→ 9.0 | · | · | · | ·
COC(=O)Nc1nc2ccc(C(=O)C3CC3)cc2[nH]1
→ · | 0.8 | · | · | -1.3
